Tb PGK inh – T. brucei PGK inhibition; hit rate 0.043% among 380,000; PGK/GAPDH coupled, Kinase-Glo luminescence, 60 min; Potency, µM (top dose mostly 57.5 µM), inactives show at the top dose activity change, negative = inhibition, usual class: inhibitors; P07378; also: potency is read from the fitted curve at half-maximal effect; % is scaled to controls: 0 for no effect and ±100 for the full control effect; nearly all actives have a fitted effect of over 60% in size
Target sequence (P07378 whole entry, looked up): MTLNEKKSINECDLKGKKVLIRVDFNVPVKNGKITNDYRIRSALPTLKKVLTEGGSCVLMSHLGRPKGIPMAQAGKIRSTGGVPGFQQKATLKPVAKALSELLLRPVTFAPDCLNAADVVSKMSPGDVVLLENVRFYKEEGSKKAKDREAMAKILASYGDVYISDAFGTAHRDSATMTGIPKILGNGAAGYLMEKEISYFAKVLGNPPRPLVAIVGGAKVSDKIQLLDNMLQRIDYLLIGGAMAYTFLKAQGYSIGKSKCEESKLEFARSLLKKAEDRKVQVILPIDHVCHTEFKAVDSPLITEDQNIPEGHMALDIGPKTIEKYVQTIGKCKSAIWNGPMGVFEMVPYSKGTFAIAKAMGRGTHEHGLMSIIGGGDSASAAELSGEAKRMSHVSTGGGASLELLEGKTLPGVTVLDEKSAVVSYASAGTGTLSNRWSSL
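Luminescent ATP detection (Kinase-Glo Plus) follows a 60-minute room-temperature incubation, with wells lacking PGK as controls. Buffer: 100 mM TEA (pH 7.6), 5 mM MgCl2, 0.01% Tween-20. Coupling enzyme GAPDH (100 nM final) supplies unstable 1,3-BPG in-well.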
HP1b binding inh – HP1-beta chromodomain-methylated histone interaction inhibition; hit rate 0.56% among 390,000; AlphaScreen HP1-beta / biotin-H3K9me3 peptide binding; Potency, µM (series often up to 114 µM), for the others: at the highest dose activity change, negative = inhibition, usual class: inhibitors; also: potency is read from the fitted curve at half-maximal effect; nearly all actives have a fitted effect of over 70% in size; inactives centre near 23
Target sequence (P83916 whole entry, looked up): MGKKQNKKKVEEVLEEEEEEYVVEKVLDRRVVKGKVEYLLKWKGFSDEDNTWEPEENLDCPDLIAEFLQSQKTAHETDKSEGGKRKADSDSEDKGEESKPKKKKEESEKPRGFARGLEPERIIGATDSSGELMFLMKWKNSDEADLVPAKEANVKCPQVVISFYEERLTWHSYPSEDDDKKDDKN
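AlphaScreen: HP1-beta (50 nM) preformed 30 min with biotin-H3(1-18)K9me3 peptide (50 nM) in PBS pH 7.4, 0.01% Tween-20. Compound added for 30 min at RT, then streptavidin donor/nickel chelate acceptor beads (10 ug/mL) for 30 min.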
GLS inhibitor – glutaminase GLS (human) inhibition | O94925 | Potency, µM (doses to about 45.5 µM), for inactives: top-dose activity change, negative = inhibition, hits mostly inhibitors | GLS enzymatic activity, qHTS titration | hit rate 0.21% among 410,000 | AID 624170; also: potency is read from the fitted curve at half-maximal effect; % is scaled to controls: 0 for no effect and ±100 for the full control effect
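Read-out is an Amplex red fluorescence increase coupled through glutamate oxidase and HRP, measured before and after 30 min room-temperature incubation. hKGA is in 45 mM KH2PO4 (pH 8.2) with 0.02% Tween-20; glutamine added as 1mM solution.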
Pin1 inh – human Pin1 inhibition. Pin1 FP peptide displacement, HiFluor488, 10 min. Potency, µM (highest dose often 115 µM), for inactives: at the top dose activity, negative = inhibition, hits mostly inhibitors. hit rate 0.009% among 390,000. AID 504891; active = well fitted inhibition curve with a large enough effect in the polarisation, with a control signal flat, not every such curve was filed as active; inconclusive = small, poorly fitted or top-dose-only effect, or effect the other way, or a change in a side signal; inactive = no such curve, though single readings can be large or run the other way; the % refers to the polarisation; also: potency is read from the fitted curve at half-maximal effect; % is scaled to controls: 0 for no effect and ±100 for the full control effect
Target sequence (Q13526 whole entry, looked up): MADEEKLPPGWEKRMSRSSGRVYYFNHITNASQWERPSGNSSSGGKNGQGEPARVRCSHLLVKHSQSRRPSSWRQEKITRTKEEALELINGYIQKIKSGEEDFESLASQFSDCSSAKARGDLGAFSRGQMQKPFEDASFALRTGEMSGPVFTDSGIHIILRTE
BAZ2B block – BAZ2B (human) inhibition; Q9UIF8; AlphaScreen BAZ2B-H3K14Ac peptide displacement; Potency, µM (doses to about 114 µM), without a hit: at the highest dose activity change, negative = inhibition, hits mostly inhibitors; hit rate 4.4% among 360,000; AID 504333; also: potency is read from the fitted curve at half-maximal effect; % is scaled to controls: 0 for no effect and ±100 for the full control effect; nearly all actives have a fitted effect of over 60% in size
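AlphaScreen displacement: compounds (up to 110uM) incubated 30 min at room temperature with a preformed 50 nM BAZ2B/50 nM biotinylated H3K14Ac peptide complex in PBS pH 7.4 with Tween-20. Donor and acceptor beads at 10 ug/mL final added, 20 min light-protected before reading.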
PI4K2A block – inhibitors of human PI4K2A. AID 1346378. hit rate 0.13% among 420,000. purified PI4K2A, ADP-Glo luminescence, 1 h; hits give low values. activity change, negative = inhibition, % at 76.9 µM. Q9BTU6; in the data active = activity change below about -50%; inconclusive = mostly about -30% to -49%;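 also: -100% = wells without enzyme as full effect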
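ADP-Glo luminescence measured ADP generated by PI4K2A enzyme (4 ug/mL before mixing) with 1.2 mM PI substrate (pre-mix) and 300 microM ATP (pre-mix). Tris pH7.5 buffer with MgCl2, Triton X-100; 1 h reaction at ambient temperature.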
JMJD2A Tudor – inhibitors of human JMJD2A Tudor domain; AlphaScreen JMJD2A-Tudor / H3K4me3 peptide binding; Potency, µM (series often up to 114 µM), for the others: at the top dose activity change, negative = inhibition, most hits filed as inhibitors; hit rate 4.4% among 390,000; also: potency is read from the fitted curve at half-maximal effect; % is scaled to controls: 0 for no effect and ±100 for the full control effect; nearly all actives have a fitted effect of over 50% in size
ERG Ets-DNA blk – inhibitors of human ERG Ets domain-DNA interaction | fluorescence polarization, His-ERG Ets domain / labelled DNA | P11308 | AID 624246 | hit rate 0.028% among 370,000 | Potency, µM (doses to about 76.9 µM), without a hit: at the highest dose FP activity, negative = inhibition, hits mostly inhibitors; active = well fitted inhibition curve with a large enough effect in the polarisation, with a control signal flat; inconclusive = small, poorly fitted or top-dose-only effect, or effect the other way, or a change in a side signal; inactive = no such curve, though single readings can be large or run the other way; the % refers to the polarisation;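 also: polarization taken with two DNA probes labelled with fluorescein and Texas red; potency is read from the fitted curve at half-maximal effect; % of control where 0% means no effect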
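His-tagged ERG Ets domain (1 uM in the protein solution; 300mM KCl, 50mM Tris-HCl, 1mM EDTA, 1mM DTT, pH 7.5) received compound, then a probe mix of 5 nM fluorescein-DNA and 100nM Texas-615-DNA. Fluorescence polarization was read for both dyes.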
G9a inh – G9a (human) methyltransferase inhibition. Q96KQ7. G9a H3K9 monomethylation, AlphaScreen, 2 h. Potency, µM (doses to about 102 µM), for inactives: at the top dose activity, negative = inhibition, hits mostly inhibitors. hit rate 8.8% among 350,000; also: potency is read from the fitted curve at half-maximal effect; % is scaled to controls: 0 for no effect and ±100 for the full control effect; nearly all actives have a fitted effect of over 75% in size
Target sequence (Q96KQ7 913-1193 limits assumed): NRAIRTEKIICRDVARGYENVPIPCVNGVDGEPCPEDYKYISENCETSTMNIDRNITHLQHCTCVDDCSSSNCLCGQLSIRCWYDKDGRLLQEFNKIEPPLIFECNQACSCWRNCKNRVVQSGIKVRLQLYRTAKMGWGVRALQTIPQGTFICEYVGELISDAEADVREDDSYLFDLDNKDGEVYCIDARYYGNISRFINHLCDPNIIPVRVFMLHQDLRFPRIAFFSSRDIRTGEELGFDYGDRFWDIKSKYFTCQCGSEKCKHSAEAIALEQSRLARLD
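AlphaScreen read-out: biotin-H3K9 peptide (500 nM) methylation by 20 nM enzyme with 20 uM SAM, 2 h at room temperature after 15 min compound preincubation; anti-monomethyl H3K9 antibody plus donor/acceptor beads, 10 min dark.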
* marks the source's active call; other numbers are inactive results; i = inactive; ? = inconclusive; . = not tested or not shown; [ ] = another dose, or the depositor's remark. Unless noted, calls follow the shape of the dose curve; as a rule, active = well fitted curve in the direction sought with a large enough effect; inconclusive = small, poorly fitted or top-dose-only effect, or another doubt; inactive = no such curve, though single readings can be large; an effect the other way counts as inactive or inconclusive.

compound	Tb PGK inh	HP1b binding inh	GLS inhibitor	Pin1 inh	BAZ2B block	PI4K2A block	JMJD2A Tudor	ERG Ets-DNA blk	G9a inh
O=C(CSc1cccc[n+]1[O-])c1ccc(Cl)s1	0%	36%	?	-1%	-19%	5	3%	-1%	10µM*
CCN1CCc2c(sc(-n3cccc3)c2C(C)NC(=O)Nc2ccc(Br)cc2)C1 (stereo not drawn)	-7%	-6%	4%	?	?	3	?	-6%	?
Cc1cc(C)c(-c2cc(C(=O)Nc3c(C)n(C)n(-c4ccccc4)c3=O)[nH]n2)c(O)c1	1%	42%[activator]	1%	1%	10%	0	-3%	-3%	2%[59 µM]
CCCCNC(=O)CCSc1nc2nc(C)cc(C)n2n1	-4%	13%	1%	-7%	5%	-2	-12%	7%	13%[59 µM]
Cc1ccccc1OCCSc1nnc(-c2cccs2)o1	-1%	315%[activator]	-14%	?	.	2	255%[activator]	0%	436%[activator][59 µM]
C/C(=N/NC(=O)c1ccc(C)s1)c1cccc(NC(=O)COc2ccc(Cl)cc2Cl)c1	i	38%[activator]	-1%	8%	10%	-5	-11%	2%	2%[59 µM]
CN(C)S(=O)(=O)c1ccc(Cl)c(C(=O)NCC2CCCCC2)c1	0%	-8%	10%	2%	14%	-2	-2%	-10%	6%[59 µM]
CCc1ccccc1N/C(=N\S(=O)(=O)c1ccccc1)C(F)(F)F	i	28%	3%	2%	-7%	-3	-14%	-52%	-50%[59 µM]
Cc1ccc(S(=O)(=O)N2CCCCC2)cc1NC(=O)COC(=O)c1cc[n+]([O-])cc1	-2%	24%	-2%	6%	-28%	0	-1%[57.1 µM]	-4%	?
CN1CCN(NC(=O)Nc2ccc(Br)cc2Cl)CC1	-4%	11%	1%	2%	-24%	-4	-18%	2%	-7%
O=C(NCCN1CCN(C(=O)c2cccs2)CC1)c1cccs1	-4%	60%	-3%	-9%	-3%	-3	-1%	3%	13%[12.7 µM]
O=C(CSc1n[nH]c(-c2ccco2)n1)Nc1ccc(Br)cc1	4%	-22%[57 µM]	0%	?	-33%	4	45µM*	10%	-2%
Nc1nc(NCc2ccco2)nc(Nc2ccccc2)c1[N+](=O)[O-]	-2%	19%	?	-4%	-5%	13	-17%	2%	.
O=C(N/C(=C\c1cccc([N+](=O)[O-])c1)C(=O)N1CCOCC1)c1ccco1	-6%	-2%	-8%	-4%	0%	0	-13%[57.1 µM]	-17%	?
O=C(c1cccs1)N1CCCC(c2ccccc2)C1 (stereo not drawn)	-6%	38%	-2%	-5%	-1%	4	-12%	-20%	13%[59 µM]
Cc1cccc(NC(=O)c2cccc(S(=O)(=O)N(C)c3ccccc3)c2)n1	-11%	37%	-7%	2%	0%	-10	-1%	24%[15.4 µM]	24%[59 µM]
Cc1nnc(SCC(=O)N2CCN(C(=O)c3ccco3)CC2)n1-c1ccccc1	0%	32%	0%	1%	-31%	8	-24%	-1%	?
COC(=O)c1c(C)[nH]c(C(=O)COC(=O)Cn2cc(C(F)(F)F)ccc2=O)c1C	2%	23%	-3%	8%	-1%	-3	-12%	5%	-42%
O=C(COC(=O)c1cc(S(=O)(=O)N2CCOCC2)c(Cl)cc1Cl)c1ccc[nH]1	i	32%	3%	-1%	-11%	3	-22%	10%	-42%[59 µM]
COc1ccc(CCNC(=O)c2cc3c(=O)n4ccccc4nc3n(C3CCCCC3)c2=N)cc1OC	0%	34%	4%	-10%	-29%	-3	7%	6%	-2%

The list goes on, starting with the last 2 of the part before.
compound	Tb PGK inh	HP1b binding inh	GLS inhibitor	Pin1 inh	BAZ2B block	PI4K2A block	JMJD2A Tudor	ERG Ets-DNA blk	G9a inh
O=C(COC(=O)c1cc(S(=O)(=O)N2CCOCC2)c(Cl)cc1Cl)c1ccc[nH]1	i	32%	3%	-1%	-11%	3	-22%	10%	-42%[59 µM]
COc1ccc(CCNC(=O)c2cc3c(=O)n4ccccc4nc3n(C3CCCCC3)c2=N)cc1OC	0%	34%	4%	-10%	-29%	-3	7%	6%	-2%
CC(C(=O)Nc1ccccc1)N(C)Cc1cccs1 (stereo not drawn)	2%	28%	-6%	-2%	3%	0	10%	-1%	-5%
COc1cc(C(=O)N2CCN(c3ccccn3)CC2)cc(OC)c1OC	-9%	28%	-5%	-5%	-3%	-3	1%	-16%	29%
CCn1c(=O)c([N+](=O)[O-])c(NCc2ccc3c(c2)OCO3)c2ccccc21	-18%	20%	4%	-1%	-25%	0	-26%	-2%	0%
CCOC(=O)/C(C#N)=C/Nc1cc(C(=O)OCC)cc2c(OC)c(OC)ccc12	i	39%[57 µM]	-13%	-1%	3%	1	0%	0%	16%
Cc1ccc(C)c(-n2[nH]c3c4c(ccc3c2=O)C(=O)c2ccccc2C4=O)c1	0%	50µM*	?	3%	45µM*	1	?	-2%	-7%[59 µM]
Cc1cc(-n2c(C)c3c(C)nnc(C)c3c2C)ccc1N	-1%	-22%	-7%	11%	-29%	-3	?	2%	?
CCOC(=O)CCP(=O)(O)C(O)c1ccc(OC)cc1 (stereo not drawn)	-2%	19%	14%	-7%	-1%	-3	-16%	4%	?
CC(=O)Nc1ccc(S(=O)(=O)N(C)CC(=O)OCC(=O)N(C)c2ccccc2)cc1	-6%	17%[57 µM]	0%	4%	-21%	5	-20%	-10%	22%
COC(=O)[C@]1(CC(C)C)N[C@H](c2ccc(-c3cccc(Cl)c3)cc2)[C@@H]2C(=O)N(C)C(=O)[C@@H]21	-10%	29%	0%	2%	-29%	-2	?	13%	4%[2.33 µM]
CCOC(=O)N1CCC(NC(=O)c2ccc3snnc3c2)CC1	-2%	48%[activator]	3%	-1%	-4%	-3	2%	11%	?
O=C(NC1CCCCC1)N1CCCc2ccccc21	-8%	26%	3%	-6%	4%	-17	-10%	2%	22%
COCCSc1nnc(NC(=O)COc2ccc3c(c2)OCO3)s1	-4%	28%	-9%	8%	-21%	3	7%	1%	16%
O=C(CSc1nnc(NC(=O)Nc2ccccc2)s1)Nc1cccc(F)c1	i	16%	5%	3%	-12%	-3	0%	2%	5%[59 µM]
O=C(Cn1ccc(NC(=O)OCc2ccccc2)nc1=O)NCc1ccc2c(c1)OCO2	i	7%	-2%	1%	8%	-2	-19%	3%	-12%[0.501 µM]
CC(=O)Nc1ccc(S(=O)(=O)NC2CC(=O)N(c3cccc(F)c3)C2)cc1 (stereo not drawn)	-6%	17%	11%	-5%	-5%	2	-14%	1%	-4%
COc1ccc(CCNC(=O)C23CN(Cc4ccccc4)CC2C(c2ccc([N+](=O)[O-])cc2)=NO3)cc1 (stereo not drawn)	-1%	-4%	1%	-2%	11%	-5	-30%	1%	?
c1ccc2c(c1)CCN(c1ncnc3c1[nH]c1ccccc13)C2	-4%	-6%	10%	8%	-35%	3	-33%	-3%	-23%[12.7 µM]
COc1ccc(/C=C2\C(=O)c3ccccc3OC2c2ccccc2)cc1 (stereo not drawn)	-10%	25%	3%	-2%	?	-4	-26%	-11%	2%[59 µM]
O=C1CSC(c2ccccn2)N1c1ccc(Cl)c(Cl)c1 (stereo not drawn)	i	20%	.	-4%	-25%[57.1 µM]	6	1%	10%	-46%
Cc1cccc(-c2nc(S(=O)(=O)c3ccc(F)cc3)c(N3CCN(c4ccccc4)CC3)o2)c1	1%	-18%	-2%	3%	?	-2	?	1%	-5%[59 µM]

compound	Tb PGK inh	HP1b binding inh	GLS inhibitor	Pin1 inh	BAZ2B block	PI4K2A block	JMJD2A Tudor	ERG Ets-DNA blk	G9a inh
CC(=O)c1ccc(OCC(=O)N(C)CC(=O)Nc2ccc(N3CCOCC3)cc2)cc1	-1%	18%	14%	-4%	-2%	-3	-4%	-4%	-39%[2.33 µM]
O=C(Nc1ccc(-c2cn3c(n2)SCC3)cc1)c1ccc2c(c1)OCO2	-6%	21%	4%	30%	-13%	-6	-2%	1%	4%
Cc1cc(NS(=O)(=O)c2ccc(NC(=O)Cc3cccs3)cc2)no1	1%	28%	-9%	3%	-2%	-2	-15%	-1%	4%[12.7 µM]
COc1ccccc1OCC(=O)Nc1ccc(C(N)=O)cc1	i	11%	0%	0%	0%	-2	?	-3%	-2%[59 µM]
NNC(=O)c1cnn(-c2ccccc2)c1C(F)(F)F	-7%	32%	-3%	-2%	-3%	3	-17%	-4%	3%
COc1cccc(N2CCN(C(=O)CCNS(=O)(=O)c3ccc(F)c(F)c3)CC2)c1	2%	13%	13%	1%	.	1	?	-10%	.
COc1ccccc1Nc1nc2ccc(Cl)cc2nc1-n1nc(C)cc1C	i	129%[activator]	-1%	?	51%[activator]	1	46%[activator]	1%	94%[activator][59 µM]
COc1ccc(S(=O)(=O)N2CCSC2c2ccc(N)cc2)cc1 (stereo not drawn)	.	4%	4%	-3%	-32%	7	-15%	0%	-7%
Cc1cccc(-n2c(O)c(C=NC3CCS(=O)(=O)C3)c3ccccc3c2=O)c1 (stereo not drawn)	-7%	22%	-3%	1%	?	10	16%	-6%	?
COc1ccc(CCNC(=O)C2CC(O)CN2S(=O)(=O)c2ccc(Cl)cc2)cc1OC (stereo not drawn)	-2%	22%	38%[activator]	?	.	-6	-6%	-3%	.
O=C(NCCc1ccccc1)/C(=C\c1ccc([N+](=O)[O-])cc1)NC(=O)c1ccc(Br)cc1	4%	13%	12%	15%	-9%	-10	-12%	-14%	-4%

Screening results: PubChem, National Center for Advancing Translational Sciences (NCATS)
